High-throughput results from PubChem BioAssay.
MRP resist rev: reversal of MRP1-mediated doxorubicin resistance, primary screen, H69AR cells, doxorubicin co-treatment. AID 602, 2007. differential viability (reversal), % at 10 µM. 85,000 tested, 0.04% active. H69AR cells + 2 uM doxorubicin, CellTiter-Glo, 72 h;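 active means viability drop by adding the cancer drug above about 55%, with treated viability meeting a 40% cutoff, limit read from the data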;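 further: viability without doxorubicin minus viability with 2 µM doxorubicin for each compound; larger differential means the compound sensitizes cells more to doxorubicin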
NFkB transloc pot: enhancers of NFkB p65 translocation in HUVEC – imaging, IL-1B stimulus, high-content imaging, primary screen. HUVEC IL-1B NFkB p65 nuclear translocation imaging. activation, % at 2 µM. 94,000 tested, 0.3% active. AID 819, 2007;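 active means activation above 40%, about the mean plus 3 SD, also judged a hit on visual image review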;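 further: percent activation is computed from the nuclear over cytoplasmic p65 intensity ratio; values of inactives mirror those of a sister screen read the other way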
PLAP inhibition: PLAP enzyme inhibitors, biochemical, luminescence, HTS (AID 690). purified PLAP, luminescent substrate; higher % means a stronger effect. one-dose inhibition, % at 20 µM; IC50 in µM for titrated hits. 96,000 tested, 0.08% active; in the data active means a potency from the dose series; inactive means the rest, 99 in 100 with inhibition below about 30%; further: strong numbers were not always called active
IL1B NFkB inh: inhibitors of IL-1B driven NFkB p65 nuclear import, primary screen, imaging, HUVEC, IL-1B stimulus, high-content imaging; HUVEC IL-1B NFkB p65 nuclear translocation imaging; inhibition, % at 2 µM; 94,000 tested, 0.43% active;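 active means inhibition above about 30% together with a positive call from visual inspection of the well image, limit read from the data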;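 further: nuclear over cytoplasmic p65 intensity ratio measured by imaging; 0% = IL-1B stimulated DMSO wells and 100% = unstimulated DMSO wells; values of inactives mirror those of a sister screen read the other way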
Bcl-B displacement: displacers of TR3 peptide from Bcl-B, primary screen, selectivity assay for Bfl-1 inhibitor project, biochemical, fluorescence polarization; Bcl-2-like protein 10 (Homo sapiens); FP displacement of FITC-TR3 peptide from Bcl-B; higher % means a stronger effect; displacement, % at 20 µM, or IC50 in µM where a hit was titrated; 96,000 tested, 0.11% active; AID 748, 2007;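 active means displacement above 50% at 20 µM plus a fluorescence interference ratio under 1.5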;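 further: plate controls were wells without compound for no effect and wells lacking Bcl-B protein for full effect; a part of the inactive calls stands beside numbers as strong as those of hits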
MRP resist rev cytotoxicity: also measured in MRP resist rev; calls as there; viability, %; H69AR cells, CellTiter-Glo, 72 h; measured here: cytotoxicity without doxorubicin
MRP resist rev with doxorubicin: further read-out of MRP resist rev, marked with its call; viability, %; measured here: viability with 2 uM doxorubicin; hits give low values
IL1B NFkB inh cell count 2 µM: second read-out of IL1B NFkB inh, no call of its own (marks repeat the call); cell count; measured here: cells passing quality filter;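 raw number of nuclei counted in each imaged well without normalization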
NFkB transloc pot cell count 2 µM: second read-out of NFkB transloc pot, no call of its own (marks repeat the call); cell count; measured here: cells passing quality filter
Starred values were filed as active, the others as inactive; · = no result given. A portion of the library; the hit share may differ from the screen's.

SMILES	MRP resist rev	MRP resist rev cytotoxicity	MRP resist rev with doxorubicin	NFkB transloc pot	NFkB transloc pot cell count 2 µM	PLAP inhibition	IL1B NFkB inh	IL1B NFkB inh cell count 2 µM	Bcl-B displacement
CCOC(=O)c1cc2cc(OC)ccc2[nH]1	5	106	101	-6	93	-5%	6	93	1%
COc1cccc(Cn2nnc(C(=O)NCc3ccc(F)cc3)c2N)c1	7	102	95	36	199	20%	-36	199	-22%
Cc1ccc(-c2n[nH]c(=S)n2/N=C/C=C\c2ccccc2[N+](=O)[O-])cc1	-6	49	55	-8	147	-41%	8	147	-10%
Cc1nn(C2CCS(=O)(=O)C2)c(Cl)c1/C=C/C(=O)OCC(=O)Nc1ccccc1OC(F)F (configuration not stated)	12	94	83	-13	190	-48%	13	190	-1%
Cc1ccc(C(=O)NCc2ccco2)cc1S(=O)(=O)Nc1cccc(C)c1C	2	82	80	16	185	-38%	-16	185	0%
CCCC(=O)Nc1ccc2c(c1)nc1n2CCSC1	-3	97	100	-3	117	-2%	3	117	-18%
CCOC(=O)C(CCSC)NC(=O)CN (configuration not stated)	-13	97	109	·	·	3%	·	·	1%
C=CCc1c(C)nc(N)[nH]c1=O	-14	90	105	6	70	·	-6	70	·
O=C(N/C=C/c1ccc(Cl)cc1)NCc1ccc(Cl)cc1	·	·	·	-1	163	13%	1	163	-3%
CCCn1c(=N)c(C(=O)NC2CCCC2)cc2c(=O)n3cccc(C)c3nc21	-6	53	59	0	133	·	0	133	·
Cn1c(C(=O)OC(C(=O)NCc2ccco2)c2ccncc2)cc2sccc21 (configuration not stated)	10	94	85	24	192	15%	-24	192	6%
CCCCSc1nc2sc3c(c2c(=O)[nH]1)CCC3	18	100	81	8	158	-25%	-8	158	4%
Cc1cc(C)cc(Oc2cc(NC(=O)c3cn(C)nc3C)cc([N+](=O)[O-])c2)c1	·	·	·	0	152	6%	0	152	-9%
O=C(NCc1cccnc1)/C(=C/c1ccc(-c2cccc(C(F)(F)F)c2)o1)NC(=O)c1ccccc1	·	·	·	10	131	-7%	-10	131	6%
CC(C)(C)c1ccc(S(=O)(=O)N2CCCCC2C(=O)NCc2ccccn2)cc1 (configuration not stated)	10	91	81	·	·	-61%	·	·	8%
C=CCn1c(Cc2ccc(OCC)cc2)nnc1SCC(N)=O	·	·	·	1	136	12%	-1	136	-11%
Cc1ccc(S(=O)(=O)N2CCN(C(=O)c3c(C)nn(-c4ccccc4)c3Cl)CC2)cc1	-8	73	81	·	·	-12%	·	·	0%
CC(C(=O)O)n1c(C(F)(F)F)nc2ccccc21 (configuration not stated)	-13	102	115	12	154	11%	-12	154	3%
CCCOC(=O)c1ccc(NC(=O)Oc2ccccc2)cc1	4	95	91	-12	81	-10%	12	81	0%
CCCc1nc2ccccc2c2nc(N)nn12	8	87	79	0	99	-10%	0	99	-3%
O=C(CSc1nc(-c2ccccc2)cs1)NC(=O)NCc1ccco1	3	73	70	15	164	·	-15	164	·
CCCS(=O)(=O)N1CCN(C(=O)c2ccco2)CC1	-1	93	94	2	179	2%	-2	179	-12%
Cc1nc2sc(C(c3cccs3)N3CC(C)CC(C)C3)c(O)n2n1 (configuration not stated)	9	88	78	13	46	-49%	-13	46	-5%
CC(=O)NS(=O)(=O)c1ccc(NC(=S)NC(=O)C(C)(C)C)cc1	·	·	·	4	113	-6%	-4	113	13%
CCOc1ccccc1C1C(C#N)=C(N)Oc2n[nH]c(CC)c21 (configuration not stated)	·	·	·	-8	153	0%	8	153	3%
CN1CCN(C(=O)c2ccc3c(c2)N(Cc2ccc(Cl)cc2)C(=O)c2ccccc2S3=O)CC1 (configuration not stated)	-1	95	96	·	·	-54%	·	·	1%
CCOC(=O)c1cc2c(C)n(-c3ccc(C)cc3)c(C)c2ccc1=O	·	·	·	9	100	-3%	-9	100	8%
Cc1c(NC(=O)c2ccccc2NS(=O)(=O)c2ccc(Br)cc2)c(=O)n(-c2ccccc2)n1C	-10	87	97	-10	154	-60%	10	154	4%
Cc1cc(NC(=O)C2CCCN2C(=O)Nc2c(C)cccc2C)ccc1-n1cnnn1 (configuration not stated)	7	96	89	21	166	·	-20	166	·
CCCc1cc(C(=O)Nc2sc3c(c2C(=O)OCC)CCCC3)no1	·	·	·	-6	40	10%	6	40	7%
Cc1noc(C)c1S(=O)(=O)N(CC(=O)N1CCn2c1nc1ccccc12)c1ccc(C(C)C)cc1	11	94	83	28	163	-44%	-28	163	-6%
Cc1nnc(NC2=NCCC2)s1	-3	92	95	-1	81	5%	1	81	40%
Cn1c2ccccc2c2cc(C(=O)NNS(=O)(=O)c3ccc(F)cc3)sc21	·	·	·	-2	129	-33%	2	129	7%
C(=N\c1nc2ccccc2[nH]1)/c1cccs1	6	99	93	·	·	-16%	·	·	11%
CCOC(=O)C1C(=O)CC(C)(O)C(C(=O)OCC)C1c1ccco1 (configuration not stated)	3	89	86	·	·	-28%	·	·	-3%
CCOc1ccc(C2C(C(=O)c3ccco3)=C(O)C(=O)N2CCN(C)C)cc1 (configuration not stated)	6	106	100	3	199	-33%	-3	199	3%
O=C(CCn1c(=S)[nH]c2cc3c(cc2c1=O)OCO3)N1CCN(C2CCCCC2)CC1	4	91	87	2	131	·	-2	131	·
CCc1ccccc1N1C[C@@]23C=C[C@@H](O2)C(C(=O)OCC(C)C)[C@H]3C1=O (some centres not stated)	-5	98	102	-8	97	3%	8	97	-6%
COc1ccc(-c2nn(CC(=O)Nc3ccc(Cl)c(Cl)c3)c(=O)c3ccccc23)cc1	-3	98	101	-7	140	-25%	7	140	-25%
CN1CCc2c(sc3c2C(=O)NC(c2ccco2)N3)C1 (configuration not stated)	-6	83	89	-3	105	5%	3	105	32%
O=c1c(CN2CCN(Cc3ccccc3)CC2)coc2ccc(Cl)cc12	·	·	·	-11	157	-48%	11	157	-4%
CCCCc1ccc(NC=C2C(=O)OC3(CCCCC3)OC2=O)cc1	-19	46	65	4	42	21%	-4	42	8%
Cn1c(=O)[nH]c(=O)c2c1nc(CN(Cc1ccccc1)Cc1ccccc1)n2CCN1CCOCC1	-9	63	72	2	177	-22%	-2	177	0%
Cc1[nH]nc(N2CCCCCC2)c1[N+](=O)[O-]	1	95	94	5	159	9%	-5	159	-2%
CCn1c(Cn2nnc(-c3ccccc3)n2)nnc1SCC(=O)Nc1ccc(N(C)C)cc1	-7	84	91	·	·	10%	·	·	4%
Cc1cccc(CS(=O)(=O)Cc2ccc(C(=O)NCCCN3CCOCC3)o2)c1	·	·	·	30	134	-9%	-30	134	0%
CCOCc1cc(C)[nH]c(=O)c1C#N	13	97	84	-11	121	4%	12	121	-5%
CC1=C(C(N)=O)C(c2cccs2)n2nc(-c3cccc(Cl)c3)nc2N1 (configuration not stated)	11	86	75	-3	131	4%	3	131	0%
CCOc1ccc(NC2=NCCC(=O)N2Cc2cccs2)cc1	4	86	82	20	159	-74%	-20	159	9%
COC(=O)CNC(=O)C1CCN(c2nc(C)cc(C)n2)CC1	3	87	84	·	·	4%	·	·	2%
O=C(CC(=O)N1CCN(c2ccccn2)CC1)Nc1ccc2nc3n(c(=O)c2c1)CCCCC3	5	107	101	24	61	-74%	-24	61	10%
COc1ccc(Oc2cn[nH]c2-c2ccc(O)cc2O)cc1	0	92	92	15	130	-124%	-15	130	0%
COc1ccc(CCNC(=O)CSc2nc3cc(Cl)ccc3o2)cc1OC	·	·	·	8	139	20%	-8	139	-3%
O=C(O)c1cc(NCc2ccc3c(c2)OCO3)ccc1N1CCOCC1	·	·	·	-54	89	-13%	54*	89*	36%
O=C(C1CCCN(S(=O)(=O)Cc2ccccc2)C1)N1CCc2ccccc21 (configuration not stated)	-23	64	87	-4	44	-17%	4	44	-4%
Cc1ccc(S(=O)(=O)NCC(=O)NCc2ccncc2)cc1	3	89	86	-15	113	·	15	113	·
COc1ccc(OC(C)=O)c(C2c3cc(OC)c(OC)cc3CCN2C(C)=O)c1 (configuration not stated)	14	97	82	·	·	-28%	·	·	-8%
CCN(CC(=O)Nc1cccc(C(C)=O)c1)S(=O)(=O)c1ccc(OC)cc1	3	78	76	26	164	18%	-26	164	-2%
Cc1ccc(NC(=O)c2noc3c2CCCCC3)cc1	-5	88	93	6	148	-1%	-6	148	-10%
CCCN1CCN(CCCNC(=O)CCNC(=O)Cn2ccc3ccccc3c2=O)CC1	4	85	81	-9	131	-18%	9	131	3%

The list goes on:
SMILES	MRP resist rev	MRP resist rev cytotoxicity	MRP resist rev with doxorubicin	NFkB transloc pot	NFkB transloc pot cell count 2 µM	PLAP inhibition	IL1B NFkB inh	IL1B NFkB inh cell count 2 µM	Bcl-B displacement
OCC#CCSc1nnc(-c2ccncc2)o1	-7	93	100	·	·	-13%	·	·	4%
Cn1c(=O)oc2cc(S(=O)(=O)N3CCC(C(=O)Nc4ccc(OC(F)(F)F)cc4)CC3)ccc21	·	·	·	·	·	6%	·	·	-14%
O=C(NCCC1=CCCCC1)NC12CC3CC(CC(C3)C1)C2	3	65	62	11	185	·	-11	185	·
COc1ccc(N(CC(=O)NCCC2=CCCCC2)S(C)(=O)=O)cc1	2	91	89	1	155	-79%	-1	155	3%
CCOc1ccc2nc(SC(CC)C(=O)Nc3cc(C)on3)sc2c1 (configuration not stated)	18	98	80	·	·	24%	·	·	-6%
CCn1c(SCC(=O)Nc2cccc(NC(=O)c3ccco3)c2)nnc1-c1cccs1	-12	78	91	-2	119	-33%	2	119	-3%
CC(C)(C)c1cnnn1-c1ccc(-c2csc(N)n2)cc1	-9	91	100	·	·	-10%	·	·	0%
Cc1ccccc1C(=O)N1CCN(c2ccccn2)CC1	8	96	88	10	106	·	-10	106	·
Cc1c(N2C(=O)/C(=C/c3cccc4ccccc34)SC2=S)c(=O)n(-c2ccccc2)n1C	·	·	·	7	134	·	-7	134	·
COc1ccc(C2Oc3ccccc3C3=C2C(c2cccs2)n2ncnc2N3)cc1 (configuration not stated)	-57	18	75	-10	154	-59%	10	154	-1%
Cc1ccnc(NC(=O)CCC(=O)N(CC(=O)NCc2ccccc2)c2ccc3c(c2)OCO3)c1	-15	62	77	12	127	·	-12	127	·
O=C(O)CCCc1nc(-c2ccccc2)no1	-2	96	97	-3	118	-9%	3	118	-7%
COCCNC(=O)c1cc(-c2cccnc2)nc2ccc(Br)cc12	10	93	83	2	133	-8%	-2	133	-2%
CN(C)C=Nc1nonc1N	-13	92	105	-14	117	-6%	14	117	-4%
O=C1CCCN1CN(C(=O)c1ccccc1)c1ccc(F)cc1	-1	78	78	-1	149	-12%	1	149	7%
COc1cc(NC(=O)Cc2cccs2)ccc1-n1cnnn1	11	95	84	25	178	1%	-25	178	-7%
COc1ccc(CCNS(=O)(=O)c2ccc3oc(C(=O)O)c(C)c3c2)cc1OC	9	98	90	27	157	·	-27	157	·
CC1(C)CC(=S)Nc2ccccc2S1	-7	93	100	29	139	·	-29	139	·

One compound at a time, as listed above. Order of values: MRP resist rev, MRP resist rev cytotoxicity, MRP resist rev with doxorubicin, NFkB transloc pot, NFkB transloc pot cell count 2 µM, PLAP inhibition, IL1B NFkB inh, IL1B NFkB inh cell count 2 µM, Bcl-B displacement
CN(C)C=Nc1nonc1N across the screens: -13, 92, 105, -14, 117, -6%, 14, 117, -4%
COc1cc(NC(=O)Cc2cccs2)ccc1-n1cnnn1 across the screens: 11, 95, 84, 25, 178, 1%, -25, 178, -7%
COc1ccc(CCNS(=O)(=O)c2ccc3oc(C(=O)O)c(C)c3c2)cc1OC across the screens: 9, 98, 90, 27, 157, ·, -27, 157, ·
COCCNC(=O)c1cc(-c2cccnc2)nc2ccc(Br)cc12 across the screens: 10, 93, 83, 2, 133, -8%, -2, 133, -2%
CC1(C)CC(=S)Nc2ccccc2S1 across the screens: -7, 93, 100, 29, 139, ·, -29, 139, ·
